# Giardia kill – Giardia lamblia killing; Giardia lamblia trophozoite viability; activity change, % at 7.66 µM, hits read low; 340,000 compounds, 0.15% hits; AID 540267; in the data active = activity change below about -80%; inconclusive = between about -30% and that limit;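 note: parasites exposed to compound for two days anaerobically before the ATP read; % is set by controls: 0 for no effect and ±100 for the full control effect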
#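 Killing of trophozoites was scored by loss of ATP luminescence after a 48 hrs anaerobic exposure to compounds at 37 deg C, using 100 cells per well.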
# USP2a inh – blocks human ubiquitin-specific protease USP2a; USP2 core, Ub-CHOP2 coupled fluorogenic reporter, 485/531; Potency, µM (highest dose often 38.3 µM), for the others: at the highest dose activity change, negative = inhibition, usual class: inhibitors; 330,000 compounds, 0.01% hits; AID 463254;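 note: potency is the fitted concentration of half-maximal effect; plate controls were DMSO wells for no effect and full inhibition by NEM control for full effect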
#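 USP2 core (10nM final) preincubated 30min RT with compound in 20mM Tris-HCl pH 8.0, 2mM CaCl2, 2mM beta-mercaptoethanol, 0.05% CHAPS; 25nM Ub-CHOP2 plus 25nM reporter substrate added, fluorescence (Ex485/Em531) read after 60min.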
# FBPA coupling cs – coupling enzyme interference in Giardia aldolase counter-screen. coupling enzyme system counterscreen, AmpLite Red fluorescence. activity change, negative = inhibition, % at 58.2 µM, hits read low. 290,000 compounds, 0.67% hits. AID 2472; in the data active = activity change below about -30%; note: % is set by controls: 0 for no effect and ±100 for the full control effect
#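 Counterscreen lacking aldolase: glyceraldehyde-3-phosphate coupling-enzyme reagent preincubated 10 min at RT with compound (at 57.5 uM final), then substrate/coupling system with AmpLite Red added; fluorescence read at 525/598 nm after 20 min RT.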
# CXXC DNA block – inhibitors of human MLL CXXC domain-DNA interaction; MLL-CXXC / FITC-HOXA9 DNA fluorescence polarization; Potency, µM (top dose mostly 115 µM), without a hit: at the top dose activity change, negative = inhibition, hits mostly inhibitors; 290,000 compounds, 0.037% hits; active = well fitted inhibition curve with a large enough effect in the polarisation, with a control signal flat, not every such curve was filed as active; inconclusive = small, poorly fitted or top-dose-only effect, or effect the other way, or a change in a side signal; inactive = no such curve, though single readings can be large or run the other way; the % refers to the polarisation; note: potency is the fitted concentration of half-maximal effect
#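 Purified MLL-CXXC (added from a 7 uM solution) was preincubated 5 min at ambient with pinned compounds in 50 mM Tris-HCl pH 7.5, 50 mM NaCl, 1 mM DTT, 0.05% BSA. Fluorescein-labeled HOX-A9 DNA (50 nM solution) followed, 30 min, then polarization read.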
# B2AR arrestin – recruits beta-arrestin to the human beta2-adrenergic receptor; 330,000 compounds, 0.02% hits; Potency, µM (top dose mostly 46.1 µM), for the others: at the highest dose activation, actives largely listed as activators; beta-arrestin recruitment to beta2AR, cell-based reporter; P07550; AID 492947;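 note: potency is the fitted concentration of half-maximal effect; 0% = DMSO controls and full agonism = EC100 isoproterenol or metaproterenol; nearly all actives have a fitted effect of over 65% in size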
# TRPV1 ag – human TRPV1 agonism | TRPV1-expressing cells, Fluo-8 calcium influx, agonist mode | Q8NER1 | activation, % at 8.33 µM | 320,000 compounds, 0.19% hits; in the data active = activation above about 80%; inconclusive = between about 30% and that limit; note: 0% is about no effect
#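 Fluo-8 calcium influx in TRPV1-expressing cells, kinetic read (ex 480/em 520 nm). Compound added and read 3 min for agonist activity, followed by capsaicin at EC20 final and 2 min further read for enhancement.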
# Menin-MLL TR inh – displaces Texas Red mutant MLL peptide from human menin; Potency, µM (highest dose often 61.6 µM), without a hit: top-dose FP activity change, negative = inhibition, usual class: inhibitors; 270,000 compounds, 0.23% hits; O00255; Menin + Texas Red MLL mutant peptide, fluorescence polarization; active = well fitted inhibition curve with a large enough effect in the polarisation, with a control signal flat, not every such curve was filed as active; inconclusive = small, poorly fitted or top-dose-only effect, or effect the other way, or a change in a side signal; inactive = no such curve, though single readings can be large or run the other way; the % refers to the polarisation; note: potency is the fitted concentration of half-maximal effect; % of control where 0% means no effect; many of its hits are not listed in these tables
# hERG WT inh – inhibitors of human wildtype KCNH2 potassium channel; Q12809; U2OS, BacMam KCNH2, thallium flux FluxOr; active compounds read low; activity change, % at 1.84 µM; 340,000 compounds, 0.37% hits;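 active = maximum activity change below -70%; inconclusive = maximum activity change between -70% and -50%; inactive = maximum activity change above -50%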; note: % is set by controls: 0 for no effect and ±100 for the full control effect
#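 U2OS cells were transduced with wild-type KCNH2 virus (2.03 x 10^8 / mL) for 4 h at room temperature, then cultured overnight at 37 C. Thallium flux was read with FluxOr dye. Rate constants were normalized to DMSO controls.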
# PKM2 activator – PKM2 (human) enzyme activation; P14618; purified PKM2, Kinase-Glo ATP luminescence, activation; response scale: 0% is enzyme alone, no compound; Potency, µM (series often up to 57.5 µM), for inactives: at the highest dose activation, most hits filed as activators; 260,000 compounds, 0.34% hits; AID 1631; note: potency is the fitted concentration of half-maximal effect; % is set by controls: 0 for no effect and ±100 for the full control effect; nearly all actives have a fitted effect of over 55% in size
#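 ATP formation by purified human PK-M2, quantified via coupled luciferase luminescence after 1 h at room temperature with 0.1 mM ADP and 0.5 mM PEP final.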
# KCNH2 3.1 block – blocks the human KCNH2 3.1 channel isoform | U2OS KCNH2 3.1, thallium flux FluxOr; active compounds read low | activity change, % (tested at about 1.8 µM) | 340,000 compounds, 0.95% hits;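 active = maximum activity change below -70%; inconclusive = maximum activity change from -70% to -50%; inactive = maximum activity change above -50%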;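 note: thallium influx rate constant from kinetic fluorescence after stimulation buffer; % is set by controls: 0 for no effect and ±100 for the full control effect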
#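 Steps: virus added to U2OS suspension (4 h, RT, dark); medium with 10% FBS added, cells plated, 37 C overnight; FluxOr/Red40 loading buffer 45 min RT; stimulation buffer, 2 min kinetic read; rate constant normalized.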
# GALK inhibitor – galactokinase (human) inhibition; P51570; Purified GALK, Kinase-Glo residual ATP luminescence; Potency, µM (titrated, usually from 57.5 µM), for inactives: at the highest dose activity change, negative = inhibition, actives largely listed as inhibitors; 270,000 compounds, 0.007% hits; note: potency is the fitted concentration of half-maximal effect; % is set by controls: 0 for no effect and ±100 for the full control effect
#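 Kinase-Glo Plus luminescence measured ATP left after a 1 h room-temperature reaction. The reaction used 5 nM GALK, 100 uM galactose and 35 uM ATP at pH 8.0 (20 mM HEPES, 5 mM MgCl2, 60 mM NaCl, 1 mM DTT, 0.01% BSA).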
# Numbers without * were called inactive; u = inconclusive; x = not tested or not shown; & = joins results of further samples; [ ] = remark or other dose. Unless noted, calls come from the whole dose curve; as a rule, active = well fitted curve in the direction sought with a large enough effect; inconclusive = small, poorly fitted or top-dose-only effect, or another doubt; inactive = no such curve, though single readings can be large; an effect the other way counts as inactive or inconclusive. A portion of the library; rates above refer to the full screens.
SMILES,Giardia kill,USP2a inh,FBPA coupling cs,CXXC DNA block,B2AR arrestin,TRPV1 ag,Menin-MLL TR inh,hERG WT inh,PKM2 activator,KCNH2 3.1 block,GALK inhibitor
CCCCn1c(O)c(C(CC)=NCCc2ccccc2)c(=O)[nH]c1=O,11,x,4,0%,x,u,0%,-8,1%,3,1%
O=[P+](Cc1ccccc1)Cc1ccccc1,6,2%,2,-4%,3.4%,-5,5%,5,4%,-1,1%
Cc1ccc(-n2c(O)c(C=NC3CCCC3)c(=O)[nH]c2=O)c(C)c1,-14,4%,0,0%,0.3%,1,-23%,3,-2%,-1,0%
O=C(Cn1c(=O)oc2ccccc21)Nc1ccc(Br)cc1,-4,-3%,0,-10%,-0.1%,15,u,-3,x,1,0%
COC(=O)C1=C(N)Oc2cc(C)oc(=O)c2C12C(=O)Nc1ccccc12 (stereo not drawn),3,0%,-1,-3%,0.4%,-3,-1%,x,-12%,16,8%
O=c1c2ccccc2nc(/C=C/c2ccccn2)n1-c1ccccc1,4,0%,-1,9%,-1.0%,1,-3%,-2,0%,5,5%
CCOC(=O)CC1=C(C(=O)OCC)C2(C(=O)N1CC(=O)OC)C(C#N)=C(N)Oc1ccccc12 (stereo not drawn),-19,3%,-3,-1%,0.2%,-2,-14%,-1,1%,3,1%
COc1ccc(OC)c(N=Cc2c(O)[nH]c(=O)[nH]c2=O)c1,-16,-4%,-1,3%,0.4%,1,-6%,-11,x,0,2%
COc1cccc(-n2c(/C=C/c3ccccn3)nc3ccccc3c2=O)c1,-3,-1%,2,-3%,0.6%,11,-20%,-4,3%,17,-6%
CCN1C[C@]2(COC(=O)c3ccccc3N)CC[C@H](OC)C34[C@@H]5C[C@H]6[C@H](OC)[C@@H]5[C@](O)(C[C@@H]6OC)[C@@](O)([C@H]13)[C@@H](OC)[C@@H]42,-21,0%,1,25%,-0.8%,-4,u,0,x,6,0%
Cc1ccc(C(O)P(=O)(OC2CCCCC2)OC2CCCCC2)cc1 (stereo not drawn),-11,0%,-1,-6%,0.1%,0,u,-5,-9%,0,0%
CCC(=NCCCN1CCOCC1)c1c(O)n(Cc2ccccc2)c(=O)[nH]c1=O,15,0%,0,3%,-0.2%,-1,2%,5,4%,5,0%
O=C(NCc1ccccc1)c1cccn(Cc2ccccc2)c1=O,-4,2%,3,11%,0.4%,13,-25%,-11,x,-23,2%
Cc1nc2c(-c3ccc(F)cc3)c(C)nn2c(C)c1CCC(=O)N1CCC2(CC1)OCCO2,-1,-1%,-5,-7%,-1.8%,5,9%,25,-16%,-16,-2%
CC(=O)Nc1cc(C(=O)N2CCC3(CC2)OCCO3)ccc1Sc1ccc(C)cc1,10,3%,3,-15%,-0.2%,0,-19%,0,-10%,-6,0%
CCN1CCN(c2cn[nH]c(=O)c2Cl)CC1,5,-2%,0,-2%,0.4%,1,6%,x,-4%,8,0%
CCOC(=O)c1c(C)n(Cc2ccco2)c2ccc(O)cc12,25,x,0,-7%,x,-2,u,-8,u,-2,4%
Cc1cc2cc(CNC(=O)Nc3ccc(Cl)c(Cl)c3)ccc2n1C,u,1%,-1,0%,0.1%,2,u,-8,-7%,5,0%
Cc1c2cnn(CC(=O)N3CCC4(CC3)OCCO4)c(=O)c2c(C)n1Cc1ccccc1,0,1%,-1,0%,-0.3%,3,u,0,1%,5,0%
O=C(c1cccc2ccccc12)C1CCCN(Cc2ccon2)C1 (stereo not drawn),-14,8%,2,-2%,0.1%,2,x,21,0%,2,-1%
CCCCCc1nc2ccccc2c(=O)n1-c1ccc(Cl)cc1[N+](=O)[O-],-7,0%,-5,-1%,-0.9%,-2,-11%,-12,-7%,-24,2%
Cc1nc2ccccc2c(=O)n1-c1ccc(C(=O)O)cc1,-15,0%,4,2%,-0.5%,-1,-8%,3,4%,23,2%
CCCCCn1c(NC(=O)c2ccco2)c(C(=O)OCC)c2nc3ccccc3nc21,7,0%,-28,1%,0.0%,4,-13%,-12,10%,x,x
NCCc1ccc(OCc2ccccc2)c(OCc2ccccc2)c1,-7,-1%,x,x,0.0%,0,x,1,x,5,x
CC1(C)CN=C(Nc2ccc(F)c(Cl)c2)S1,3,0%,1,-1%,0.5%,27,x,1,-9%,9,1%
CCCCn1c(C)c(C(=O)OCC)c2c(CN3CCCC3)c(O)ccc21,38[activator],1%,1,-4%,0.1%,3,u,-2,x,1,2%
O=C(C1CCC(=O)N1C1CCCCC1)N1CCC2(CC1)OCCO2 (stereo not drawn),3,0%,0,u,-0.8%,1,-11%,-6,14%,13,-1%
Oc1ccc(C2NCc3ccccc3-n3cccc32)cc1Cl (stereo not drawn),27&16,-3%&0%,1&-1,5%&3%,-0.1%&-1.0%,-5,11%&17%,1&-9,-2%&0%,-7&18,2%&5%
Cc1c(C)c2ccc(OCC(=O)N3CCN(Cc4ccccc4)CC3)cc2oc1=O,-21,3%,x,x,-0.2%,x,x,-23,x,-3,x
Cc1sc2nc(COC(=O)Cc3ccccc3)[nH]c(=O)c2c1C,9,0%,1,12%,0.0%,u,-15%,5,-8%,-10,1%
O=C1NC(=O)N(CCC2=CCCCC2)C(=O)/C1=C/c1ccc(O)cc1,17,3%,0,7%,-0.1%,15,37%[activator],-5,16%,14,-2%
CCOP(=S)(OCC)Oc1cc(C)nc(C(C)C)n1,u,x,x,-1%,x,x,-6%,7,x,2,x
N#Cc1c(/N=C/c2ccc(O)cc2O)sc2c1C1CCN2CC1,-13,3%,-5,u,-0.6%,13,1%,1,-2%,-13,2%
Cc1cccc(OP(=O)(Oc2ccccc2)OC(c2ccccc2)C(F)(F)F)c1 (stereo not drawn),u,1%,-7,4%,-0.6%,u,-7%,6,-19%,-23,x
N=C1/C(=C\c2ccc(OC(=O)c3ccccc3Cl)cc2)C(=O)N=C2SC(N3CCOCC3)=NN12,6,-2%,x,-1%,0.0%,3,x,2,x,-11,-19%
O=C(Cc1ccccc1[N+](=O)[O-])N1CCN(Cc2ccc3c(c2)OCO3)CC1,13,10%,5,19%,-0.2%,18,-3%,10,2%,-3,1%
COc1ccc(Cc2c(O)[nH]c(=O)[nH]c2=O)c(OC)c1,-20,5%,0,-1%,-0.9%,0,x,1,-3%,4,x
Cc1cc(O)c(CN2CCN(c3ccccc3)CC2)cc1C,8,2%,5,4%,0.0%,12,x,7,-1%,x,-1%
O=c1c2ccccc2nc(-c2ccco2)n1-c1ccccn1,-1,-2%,0,-6%,-0.9%,0,-9%,7,-1%,7,8%
CC(C)(C)n1c(O)c(C=Nc2ccc3c(c2)CCC3)c(=O)[nH]c1=O,-5,-1%,2,0%,-0.1%,25,15%,-1,5%,21,1%
NC(=O)OCCCc1ccccc1,0,x,x,-10%,x,x,-2%,-6,x,-2,x
COc1ccc(C2SCC(=O)Nc3c2c(=O)[nH]n3C2CCCCCC2)cc1 (stereo not drawn),12,0%,-1,-6%,-0.6%,0,-3%,-15,-5%,6,10%
CCOC(=O)C1=C(C)N(C)C2(C)CC1c1ccccc1O2 (stereo not drawn),-3,-5%,1,-6%,-0.4%,u,-23%,1,-1%,-13,-1%
COc1ccc(Cl)cc1C(=O)C1CCCN(Cc2cnc(C)s2)C1 (stereo not drawn),-4,-1%,1,-16%,0.1%,u,31%[activator],29,-8%,-12,10%
Fc1ccc(CN2CCN(c3ccc(Cl)cc3)CC2)cc1,-4,-1%,1,16%,0.1%,0,-11%,40,-1%,-20,-3%
O=C(CSc1ncnc2c1nnn2-c1ccc(F)cc1)NCC1CCCO1 (stereo not drawn),48[activator],0%,1,11%,0.4%,2,35%[activator],-2,1%,-3,1%
O=C(O)c1ccccc1-c1ccc(C=C2C(=O)N(c3ccccc3)C(=S)N(c3ccccc3)C2=O)o1,20,2%,1,u,-0.7%,-1,58%[activator],-1,12%,8,-3%
O=C1NC(=O)C(CCc2ccncc2)(Cc2ccc3c(c2)OCO3)C(=O)N1CCc1ccccc1 (stereo not drawn),12,2%,5,8%,0.5%,-3,-20%,-7,-3%,-7,-1%
Cc1ccc(N=C(N(C)C)P(=O)(N(C)C)N(C)C)cc1,28,3%,-3,5%,0.0%,-2,-1%,10,2%,12,11%
COC(=O)C1=C(c2ccc(OC(F)(F)F)cc2)C[C@@H]2CC[C@H]1N2C(=O)NCCOc1ccccc1Cl,-4,3%,x,x,-0.7%,1,x,-31,x,-8,x

# Screening results from PubChem.
